SMN2 splice enh – qHTS Assay for Enhancers of SMN2 Splice Variant Expression; HEK293 SMN2-luciferase splicing reporter, luminescence, 30-36 h; Potency, µM (doses to about 46.1 µM), for the others: at the highest dose activity change, positive = activation, most hits filed as activators; 210,000 tested, 2.8% active; AID 1458, 2008; also: % of control where 0% means no effect; nearly all actives have a fitted effect of over 55% in size
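HEK293 cells carry an SMN2 […]–luciferase reporter in which exon 7 inclusion puts luciferase in frame. Cells were plated 10-12 h before compound addition, then incubated 30-36 h at 37C. ONE-Glo luminescence was read; sodium butyrate at 4.5 mM final served as control.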
HTT ATP protect – qHTS Multiplex Assay to Identify Dual Action Probes in a Cell Model of Huntington: Cytoprotection (ATP). Potency, µM (top dose mostly 56.4 µM), without a hit: cytoprotection (ATP increase), most hits filed as activators. AID 1471, 2008. PC12 HTT-Q103 induced, cytoprotection, ATP luminescence, 40 h. 230,000 tested, 0.14% active;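 also: % of control where 0% means no effect; nearly all actives have a fitted effect of over 45% in size; toxic huntingtin expression switched on by the ecdysone agonist tebufenozide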
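PC12 cells stably carrying ecdysone-inducible Htt exon 1 (Q103)–GFP were induced with 100 nM tebufenozide (final) alongside library compounds in a dose series. Cytoprotection was scored as retained ATP by ATPlite luminescence.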
ALDH1A1 block – qHTS Assay for Inhibitors of Aldehyde Dehydrogenase 1 (ALDH1A1) | Purified ALDH1A1, NADH fluorescence, propionaldehyde substrate | Potency, µM (top dose mostly 75.3 µM), inactives show at the top dose activity, negative = inhibition, hits mostly inhibitors | Aldehyde dehydrogenase 1A1 (Homo sapiens), P00352 | 220,000 tested, 7.3% active; active = well fitted inhibition curve with a large enough effect, not every such curve was filed as active; inconclusive = small, poorly fitted or top-dose-only effect, or another doubt; inactive = no such curve, though single readings can be large or run the other way;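 also: plate controls were no enzyme wells and a reference inhibitor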
Target sequence (P00352 whole entry, looked up): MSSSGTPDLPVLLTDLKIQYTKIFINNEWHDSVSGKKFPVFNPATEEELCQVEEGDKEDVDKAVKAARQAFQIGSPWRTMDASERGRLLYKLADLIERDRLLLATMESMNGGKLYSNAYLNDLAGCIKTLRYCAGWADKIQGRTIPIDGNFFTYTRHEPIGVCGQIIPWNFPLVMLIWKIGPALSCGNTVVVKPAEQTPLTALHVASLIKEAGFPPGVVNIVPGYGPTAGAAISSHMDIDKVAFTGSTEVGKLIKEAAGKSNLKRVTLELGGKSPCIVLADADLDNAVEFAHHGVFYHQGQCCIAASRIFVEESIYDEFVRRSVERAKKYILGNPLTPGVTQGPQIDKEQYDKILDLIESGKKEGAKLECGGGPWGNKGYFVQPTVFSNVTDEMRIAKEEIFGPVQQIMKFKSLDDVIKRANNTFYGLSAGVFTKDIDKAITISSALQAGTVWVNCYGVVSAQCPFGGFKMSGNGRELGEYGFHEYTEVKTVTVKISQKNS
KDM4E inh – qHTS Assay for Inhibitors of Human Jumonji Domain Containing 2E (JMJD2E). 230,000 tested, 1.6% active. JMJD2E catalytic domain, FDH-coupled NADH fluorescence (FDH is formaldehyde dehydrogenase). Potency, µM (top dose mostly 57.1 µM), without a hit: at the highest dose activity change, negative = inhibition, hits mostly inhibitors; active = well fitted inhibition curve with a large enough effect, not every such curve was filed as active; inconclusive = small, poorly fitted or top-dose-only effect, or another doubt; inactive = no such curve, though single readings can be large or run the other way;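 also: 0% = wells with enzyme and -100% = buffer wells without enzyme; nearly all actives have a fitted effect of over 50% in size; many of its hits are not listed in these tables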
Target sequence (B2RXH2 1-337 limits assumed): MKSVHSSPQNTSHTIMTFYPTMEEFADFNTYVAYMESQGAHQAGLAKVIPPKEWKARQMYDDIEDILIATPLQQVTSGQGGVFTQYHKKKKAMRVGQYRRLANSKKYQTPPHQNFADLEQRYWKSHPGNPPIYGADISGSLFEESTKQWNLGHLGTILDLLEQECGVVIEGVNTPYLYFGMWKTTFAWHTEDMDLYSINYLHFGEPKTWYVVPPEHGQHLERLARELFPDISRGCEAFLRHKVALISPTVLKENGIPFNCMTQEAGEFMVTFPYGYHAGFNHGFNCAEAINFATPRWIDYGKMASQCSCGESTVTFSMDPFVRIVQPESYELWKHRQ
Tau ThT inhib – qHTS for Inhibitors of Tau Fibril Formation, Thioflavin T Binding; Microtubule-associated protein tau (Homo sapiens), P10636; recombinant tau K18 P301L, heparin-induced fibrillization, ThT fluorescence; Potency, µM (series often up to 57.4 µM), for the others: at the highest dose activity, negative = inhibition, most hits filed as inhibitors; 270,000 tested, 2.1% active; also: % is scaled to controls: 0 for no effect and ±100 for the full control effect; nearly all actives have a fitted effect of over 55% in size
Target sequence (P10636 561-689 P618L limits assumed): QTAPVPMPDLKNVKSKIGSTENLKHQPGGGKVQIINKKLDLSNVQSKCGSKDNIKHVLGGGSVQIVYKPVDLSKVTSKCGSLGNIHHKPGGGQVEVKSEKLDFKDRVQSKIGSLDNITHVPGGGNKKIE
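Heparin-induced (20 uM) aggregation of recombinant human K18 P301L tau, 15 uM unlabeled with 0.24 uM labeled, pH 7 acetate buffer, 6 hr at 37 C with compound. Fibrils quantified by 30 uM ThT fluorescence after 1 hr ambient incubation.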
Tau fluor cs – Counterscreen qHTS for Inhibitors of Tau Fibril Formation, Fluorescence Polarization | Potency, µM (doses to about 57.7 µM), without a hit: top-dose activity change, negative = decrease | AID 1463, 2008 | 280,000 tested, 0.93% active | tau K18 P301L Alexa594 fluorescence, heparin fibrillization; also: % is scaled to controls: 0 for no effect and ±100 for the full control effect; nearly all actives have a fitted effect of over 55% in size
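Human tau K18 P301L (15 uM unlabeled, 0.24 uM Alexa 594-labeled) in 100 mM sodium acetate pH 7 with 20 uM heparin, 6 hr at 37 C. ThT 30 uM added, 1 hr ambient; Alexa 594 FP and total fluorescence read at 555/632 nm.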
Tau fibril FP – qHTS for Inhibitors of Tau Fibril Formation, Fluorescence Polarization. K18 P301L tau heparin fibrillization, Alexa594 FP, 6 h. Potency, µM (series often up to 57.7 µM), inactives show top-dose activity, negative = inhibition, usual class: inhibitors. 280,000 tested, 0.39% active; also: % is scaled to controls: 0 for no effect and ±100 for the full control effect; nearly all actives have a fitted effect of over 55% in size
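Human tau K18 […] P301L fragment, 15 uM unlabeled plus 0.24 uM Alexa 594-labeled tau (final), with compound and 20 uM heparin in 100 mM sodium acetate pH 7; 6 hr at 37 C, then Alexa 594 FP read.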
HttQ103 aggreg – qHTS Multiplex Assay to Identify Dual Action Probes in a Cell Model of Huntington: Aggregate Formation (GFP) | 220,000 tested, 1.1% active | PC12 HttQ103-GFP aggregates, Acumen cytometry, 40 h | AID 1688, 2009 | Potency, µM (titrated, usually from 46.1 µM), for the others: at the highest dose activity change, negative = inhibition, usual class: inhibitors; also: % is scaled to controls: 0 for no effect and ±100 for the full control effect; nearly all actives have a fitted effect of over 60% in size
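Aggregates are detected as GFP objects 1–25 µm with signal 6 STDEV over background in lysates of induced PC12 cells. These carry Huntingtin exon 1 with 103 glutamines fused to GFP under an ecdysone promoter; compounds titrated.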
* marks the source's active call; other numbers are inactive results; i = inactive; u = inconclusive; x = not tested or not shown; [ ] = another dose, or the depositor's remark. Unless noted, calls follow the shape of the dose curve; as a rule, active = well fitted curve in the direction sought with a large enough effect; inconclusive = small, poorly fitted or top-dose-only effect, or another doubt; inactive = no such curve, though single readings can be large; an effect the other way counts as inactive or inconclusive. Potency is read from the fitted curve at half-maximal effect.

Order of results: SMN2 splice enh, HTT ATP protect, ALDH1A1 block, KDM4E inh, Tau ThT inhib, Tau fluor cs, Tau fibril FP, HttQ103 aggreg
C/C(=N\NC(=O)c1ccccc1NC(=O)c1ccc(Cl)cc1)c1ccncc1
 : -60%[inhibitor], -185%[inhibitor], 0%, -18%, -4%, -9%, -2%, -16%
CC(C)OP(=O)(OC(C)C)C(O)c1ccc(N(C)C)cc1 (stereo unspecified)
 : x, 11%[10 µM], x, -9%, -8%, -7%, -3%, 11%[9.22 µM]
O=C(CN1CCN(c2ccc(F)cc2)CC1)Nc1nnc(-c2ccccc2)s1
 : -23%, 3%[10 µM], 28µM*, 1%, -12%, -6%, -7%, 9%
COc1cccc(C(=O)Nc2cc3c(cc2Cl)OCCCO3)c1
 : 10µM*, x, u, 5%, -15%, -9%, 0%, 4%
CCNCCCNCCCNCCCNCC
 : x, -50%[inhibitor][1.9 µM], -1%, -5%, 2%, -1%, 11%, x
O=C(CCCn1c(=S)[nH]c2ccccc2c1=O)NCc1ccco1
 : -15%, -8%, 0%, 1%, -2%, 6%, 10%, 4%
OC(c1cccs1)c1nccc2ccccc12 (stereo unspecified)
 : -3%, -2%, -5%, -7%, u, -12%, 1%, -21%
COCCNC(=O)CN(C(=O)CCC(=O)Nc1nccs1)c1ccccc1OC
 : 16%, 9%, 1%, 4%, 1%, 3%, 0%, 7%
C/C=C\C1=C(CO)C(=O)[C@@H]2OC2C1=O (stereo partly specified)
 : x, 2%[10 µM], 0.71µM*, x, 3.5µM*, u, u, x
c1ccc(Oc2cnc3ccccc3n2)cc1
 : -27%, -3%, 18%, 4%, -19%, -14%, -1%, u
Nc1nnc(-c2cc3c(ccc4ccccc43)oc2=O)s1
 : -11%, 19%[10 µM], u, u, u, -16%, 4%, 10%
[O-]/C(=C(\C(=S)Nc1ccccc1F)[n+]1ccccc1)c1ccc(OC(F)F)cc1
 : x, -9%[10 µM], x, -10%, x, 7%, -2%, -2%[9.22 µM]
COCCCNC(=O)Cn1c(=O)n(-c2ccc(Cl)cc2)c(=O)c2c3c(sc21)CCCCC3
 : 3%, x, x, x, 4%, 4%, 2%, x
Cc1cccc(C)c1OCC(=O)Nc1c(C(=O)c2ccc(Br)cc2)oc2ccccc12
 : -12%, x, x, x, -1%, -3%, -5%, x
COC(=O)CSc1nc2sc3c(c2c(=O)[nH]1)CCC3
 : x, -6%[10 µM], x, -3%, -13%, -12%, -4%, -8%[9.22 µM]
Cc1nnc(SCC(=O)c2ccccc2F)n1Cc1ccccc1
 : x, -7%[10 µM], x, u, -11%, -8%, 5%, -11%[9.22 µM]
COC(=O)c1cccc(NC(=S)Nc2ccc(Cl)c(Cl)c2)c1
 : x, 5%[10 µM], x, 7%, 5%, 20µM*[quencher], u, -3%[9.22 µM]
O=C1c2oc3ccc(Cl)cc3c(=O)c2C(c2ccccn2)N1CCCN1CCOCC1 (stereo unspecified)
 : 26%, -1%[10 µM], 7.9µM*, u, u, 4%, 6%, -14%
Cc1cccc(NS(=O)(=O)c2cnc(Cl)c(Br)c2)n1
 : 0%, -8%[1.9 µM], -6%, 3%, 1%, -1%, -3%, u
Nc1ccccc1Nc1ccncc1[N+](=O)[O-]
 : -12%, -23%, u, 2%, 1%, -1%, u, 12%
COc1cc(/C=N/NC(=O)C(=O)Nc2ccccn2)ccc1O
 : 8%, 17%[10 µM], 5%, 3%, u, 2%, 5%, 5%
CCC(C)(C)NC(=O)C(C)OC(=O)c1nsc(Cl)c1Cl (stereo unspecified)
 : -11%, 19%[1.9 µM], -9%, 2%, 6%, 2%, -3%, -8%
O=C(C1CCCN(S(=O)(=O)c2cnc[nH]2)C1)N(CCc1ccccc1)Cc1ccccc1 (stereo unspecified)
 : 6%, -18%, 11µM*, -3%, 0%, -11%, 2%, 0%
O=C(O)c1cnn2c(-c3ccc(F)cc3)ccnc12
 : -12%, -1%, -5%, u, -5%, -4%, -11%, -16%
CNc1nc(SCc2ccccc2Cl)nc2c1CCCC2
 : -18%, -22%[10 µM], 0%, 1%, -10%, -25%, -3%, 10µM*
CCOC(=O)c1cc(-c2ccccc2)sc1NC(=S)Nc1cccc(C)n1
 : -11%, -23%, 4%, 3%, -8%, -26%, -6%, -6%
COc1ccc(C(=O)NC2CCN(C(=S)NCc3ccco3)CC2)cc1
 : -11%, -2%[10 µM], -2%, -10%, -14%, -12%, 0%, 18%
COc1ccc(CNC(=O)CCCn2nc(C)c([N+](=O)[O-])c2C)cc1
 : -6%, -16%[10 µM], 13µM*, -1%, -7%, -5%, 9%, 8%
CC(C)(C)NC(=O)c1ccc2c3c(cccc13)CC2
 : 3%, -18%, -1%, u, -11%, -15%, 0%, 16%
Cc1ccc(S(=O)(=O)c2cc3c(=O)n4cc(C)ccc4nc3n(CC3CCCO3)c2=N)cc1 (stereo unspecified)
 : 15%, -2%[0.074 µM], u, u, -2%, -1%, -2%, 10%
Oc1ccccc1/C=N/N1CCN(c2ccccn2)CC1
 : x, 28%[10 µM], x, -1%, u, -25%, -3%, 21%[9.22 µM]
C=CCNC(=O)c1ccc2nccnc2c1
 : 8%, 3%[10 µM], -17%, 2%, 8%, 9%, 8%, -9%
CC1(C)CC(=O)C2=C(C1)Nc1ccccc1NC2c1cccs1 (stereo unspecified)
 : -4%, 29%[10 µM], -6%, 1%, 1%, 11%, -2%, 14%[9.22 µM]
CCCC(=O)Nc1ccc(C(=O)NN=C(C2CC2)C2CC2)cc1
 : -3%, x, u, 23%, u, -3%, 2%, 0%
Cc1ccc(N2C(=O)N(CC(=O)N3CCCc4ccccc43)C(=O)C2C)cc1 (stereo unspecified)
 : -16%, -6%, -20%, 1%, -5%, -4%, 1%, 4%
CC1SCC(NC(=O)c2ccccc2Cl)CS1 (stereo unspecified)
 : x, 7%[10 µM], x, 3%, -18%, -19%, -2%, 15%[9.22 µM]
Cc1cc(C)c2cc(CNC3CCCC3)c(Cl)nc2c1
 : x, 19%[10 µM], u, -8%, -1%, 1%, u, 2%[9.22 µM]
Cn1cnnc1-c1cccc(NC(=O)c2cc(F)c(F)cc2Cl)c1
 : 4%, -6%, -9%, -2%, 4%, 3%, 1%, 12%
Cc1ccc(Nc2nc(N3CCOCC3)c3ccccc3n2)cc1
 : -59%[inhibitor], 9%[4.97 µM], u, u, -19%, -27%, -2%, u
CCC(C)(C)C1CCC(=NNC(=O)c2ccc(Br)o2)CC1 (stereo unspecified)
 : 3%, 20%[10 µM], -11%, 12%, u, -6%, -9%, 19%
CC(C)(C)C(=O)NC(=S)Nc1cc(C(=O)O)ccc1Cl
 : -4%, -8%, -3%, 2%, -1%, 4%, 1%, -2%
Cc1nn(Cc2ccc(Cl)cc2Cl)c(C)c1NC(=O)c1sc2ccccc2c1Cl
 : -14%, -18%, 1%, -12%, -15%, -6%, 1%, -10%
COc1ccc(Cc2nc3ccccc3[nH]c2=O)cc1
 : -8%, x, x, x, -8%, -17%, -6%, x
Cc1cc(-c2nn3c(-c4ccccc4)nnc3s2)c2ccccc2n1
 : -3%, 7%[0.074 µM], 8.9µM*, 2%, u, -13%, 17%, 1%
O=C(c1cncc(Br)c1)N1CCN(c2ccc(N3CCOCC3)nn2)CC1
 : -10%, -9%, u, u, -12%, -3%, 2%, -11%
COC(=O)c1ccccc1NC(=S)NC(=O)c1ccccc1F
 : 8%, 15%[10 µM], -2%, u, u, -17%, 5%, 33%
Cc1ccc(C(=O)N2CCN(c3ccccc3Cl)CC2)cc1[N+](=O)[O-]
 : -45%[inhibitor], -10%[10 µM], u, -9%, -10%, -5%, 4%, -7%
CCCCN(CCCNC(=O)C1CCN(S(=O)(=O)N2CCOCC2)CC1)c1ccccc1
 : x, -24%, u, u, -12%, -14%, -6%, -15%
COc1cccc(Cn2c(C3CC3)nc3ccc(NC(=O)c4ccco4)cc3c2=O)c1
 : -20%, -68%[inhibitor], 2%, -30%, -9%, u, u, -29%
O=C(Cc1ccccc1)NC1(Cc2ccc(O)cc2)CCCCC1
 : 1%, -18%, 2%, 23%, -5%, -18%, -9%, u
CCCn1c(=S)[nH]c2cc(C(=O)NCC3CCCO3)ccc2c1=O (stereo unspecified)
 : -96%[inhibitor], -8%, 4%, -6%, 2%, 7%, 3%, 13%
CCCNC(=O)c1ccc(-c2nc3ccccc3s2)s1
 : 2.8µM*, -90%[inhibitor], i, u, u, -18%, -2%, 7%[9.22 µM]
CC(C)C(NC(=O)c1ccccc1Cl)C(=O)OCc1nc2scc(-c3ccccc3Cl)c2c(=O)[nH]1 (stereo unspecified)
 : -10%, x, u, -5%, u, -12%, 2%, 13%
COc1ccc(/C=N/Nc2cn[nH]c(=O)c2Cl)cc1
 : u, 9%[10 µM], 1%, -15%, u, -9%, 1%, 6%
COC(=O)CNC(=O)C(Cc1c[nH]c2ccccc12)NC(=O)Oc1ccccc1 (stereo unspecified)
 : x, 13%[10 µM], x, 6%, x, 9%, 7%, 9%[9.22 µM]
CCN1CCN(CC(=O)c2c[nH]c3ccc(C)cc23)CC1
 : -9%, 18%, -8%, -3%, -1%, -6%, -1%, u
CCCCCN1C(C(=O)c2ccccc2)=C(OC(=O)CC)c2ccccc2S1(=O)=O
 : -63%[inhibitor], x, x, x, u, -28%, u, x
CCCS(=O)(=O)NCCc1csc(-c2ccc(OC)c(OC)c2)n1
 : x, -1%[10 µM], x, u, -10%, -12%, -3%, 5%[9.22 µM]
Cc1ccc2cc(C#N)c(NCCNC(=O)C3CCC3)nc2c1C
 : -38%[inhibitor], -5%[10 µM], u, u, -3%, -3%, 0%, -2%
CSc1nc2ccc(Br)cc2[nH]1
 : -28%, 14%[10 µM], u, 9%, 3%, 6%, 3%, -3%[9.22 µM]
Cc1ccc2c(c1)sc[n+]2Cc1ccccc1
 : 11%, 24%, u, u, u, -13%, u, 1%

Some of the compounds tested; count on the stated rates, not on these rows.
